Screening data as filed in PubChem.
Vif-A3F inh = Vif-A3F binding inhibition | HeLa A3F-eYFP + Vif (tagged APOBEC3F with the HIV-1 protein that degrades it), YFP fluorescence increase | Potency, µM (series often up to 46.1 µM), without a hit: at the top dose activity, negative = active | 390,000 compounds, 0.2% hits; also: potency is read from the fitted curve at half-maximal effect; % of control where 0% means no effect; nearly all actives have a fitted effect of over 65% in size
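HeLa cells stably expressing A3F-eYFP plus Vif, plated and incubated overnight at 37 deg C, then exposed to compounds overnight at 37 deg C. Blocked degradation read as raised yellow fluorescence (Ex 488/Em 500-530).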
Vif-APOBEC3G blk = Vif-A3G binding inhibition | Q9HC16 | HeLa A3G-eYFP + Vif (tagged APOBEC3G with the HIV-1 protein that degrades it), YFP fluorescence, overnight | Potency, µM (doses to about 46.1 µM), for the others: at the top dose activity, negative = active, most hits filed as inhibitors | 410,000 compounds, 0.076% hits | AID 602310;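 also: potency is read from the fitted curve at half-maximal effect; % is scaled to controls: 0 for no effect and ±100 for the full control effect; nearly all actives have a fitted effect of over 60% in size; hits raise eYFP signal because A3G escapes Vif-driven loss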
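Read-out is eYFP fluorescence (Ex 488/Em 500-530) from Vif-expressing HeLa A3G-eYFP cells; more signal means A3G escaped Vif-mediated degradation. Cells plated overnight, compound pinned in, incubated overnight at 37 deg C.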
Glioma ERSR ind = ER stress response induction in glioma; U87-MG GRP78 promoter luciferase reporter, 16 h; Potency, µM, without a hit: at the top dose activation, most hits filed as activators; 420,000 compounds, 0.02% hits; AID 602332; also: potency is read from the fitted curve at half-maximal effect; series mostly up to about 76 µM; % of control where 0% means no effect; nearly all actives have a fitted effect of over 35% in size
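Stably transfected U87-MG glioma cells carrying a GRP78-based luciferase sensor; 16 h compound incubation. Luminescence end-point read 10 min after Bright-Glo addition at room temperature.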
PI4K2A block = PI4K2A (human) kinase inhibition; purified PI4K2A, ADP-Glo luminescence, 1 h; active compounds read low; activity change, negative = inhibition, % at 76.9 µM; 420,000 compounds, 0.13% hits; AID 1346378; in the data active = activity change below about -50%; inconclusive = mostly about -30% to -49%;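 also: -100% = wells without enzyme as full effect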
Target sequence (Q9BTU6 whole entry, looked up): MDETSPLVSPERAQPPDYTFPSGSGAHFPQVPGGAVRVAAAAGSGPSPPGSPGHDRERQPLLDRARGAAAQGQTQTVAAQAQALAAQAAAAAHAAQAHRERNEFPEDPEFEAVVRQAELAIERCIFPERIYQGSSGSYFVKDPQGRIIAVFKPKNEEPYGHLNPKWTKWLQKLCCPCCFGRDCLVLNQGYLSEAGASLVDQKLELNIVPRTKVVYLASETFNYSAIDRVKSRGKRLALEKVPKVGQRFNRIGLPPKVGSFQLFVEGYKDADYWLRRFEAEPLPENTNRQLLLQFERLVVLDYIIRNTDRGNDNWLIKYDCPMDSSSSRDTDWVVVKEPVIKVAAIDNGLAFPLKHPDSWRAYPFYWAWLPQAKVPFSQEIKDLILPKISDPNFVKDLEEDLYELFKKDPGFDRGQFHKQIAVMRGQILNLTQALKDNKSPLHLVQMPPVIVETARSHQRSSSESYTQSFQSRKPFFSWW
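PI4K2A activity was measured by ADP-Glo luminescence: enzyme (4 ug/mL stock) and phosphatidylinositol (1.2 mM stock) in Tris pH 7.5/MgCl2/EGTA/Triton X-100 buffer were reacted with ATP (300 microM stock) for one hour at ambient temperature.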
TrxR1 substrate = substrates of rat thioredoxin reductase 1 | purified TrxR1 substrate turnover, NADPH consumption readout | O89049 | 390,000 compounds, 0.01% hits | AID 588456 | Potency, µM (highest dose often 114 µM), inactives show at the highest dose activity change, negative = substrate turnover; also: potency is read from the fitted curve at half-maximal effect; % is scaled to controls: 0 for no effect and ±100 for the full control effect; nearly all actives have a fitted effect of over 50% in size
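Rat TrxR1, dispensed at 90 nM, was prereduced with 400 uM NADPH (final) for 5 min at ~22 deg C, then incubated with compound 15 min before 400 uM selenite. A first-read NADPH fluorescence drop versus no-compound background flagged substrates.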
IDH1 R132H inh = inhibitors of human mutant IDH1 R132H. O75874. IDH1-R132H enzyme, NADPH consumption, diaphorase/resazurin fluorescence. Potency, µM (doses to about 76.6 µM), for the others: at the top dose activity change, negative = inhibition, usual class: inhibitors. 390,000 compounds, 0.093% hits; also: potency is read from the fitted curve at half-maximal effect; % is scaled to controls: 0 for no effect and ±100 for the full control effect; nearly all actives have a fitted effect of over 65% in size
Target sequence (O75874 whole entry R132H, stated change not applied): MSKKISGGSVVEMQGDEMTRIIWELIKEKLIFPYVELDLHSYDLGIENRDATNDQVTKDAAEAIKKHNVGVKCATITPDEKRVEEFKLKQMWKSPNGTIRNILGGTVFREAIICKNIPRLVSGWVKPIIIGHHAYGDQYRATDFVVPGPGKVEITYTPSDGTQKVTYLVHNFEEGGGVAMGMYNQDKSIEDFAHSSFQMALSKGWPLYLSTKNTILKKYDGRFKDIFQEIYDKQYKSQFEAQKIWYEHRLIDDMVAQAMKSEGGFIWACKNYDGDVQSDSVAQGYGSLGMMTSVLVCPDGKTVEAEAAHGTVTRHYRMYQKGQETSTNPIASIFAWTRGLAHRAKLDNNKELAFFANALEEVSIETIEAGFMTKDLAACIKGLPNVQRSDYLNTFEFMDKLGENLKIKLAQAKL
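IDH1-R132H (0.5 ug/mL dispensed) in pH 7.5 Tris buffer was preincubated 30 min with compound, then given a substrate mix of 0.016 mM NADPH and 2 mM alpha-KG for 80 min at room temperature; remaining NADPH was read by diaphorase/resazurin fluorescence.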
RXFP1 ag = agonists of human relaxin receptor RXFP1 | Q9HBX9 | HEK293T-RXFP1 cAMP TR-FRET, 30 min; response scale: percent of porcine relaxin response, buffer zero | Potency, µM (series often up to 57.5 µM), for inactives: at the highest dose activation, usual class: activators | 370,000 compounds, 0.3% hits | AID 2676; also: potency is read from the fitted curve at half-maximal effect; % is scaled to controls: 0 for no effect and ±100 for the full control effect; nearly all actives have a fitted effect of over 60% in size; many of its hits are not listed in these tables
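HEK293T cells stably expressing RXFP1 were pretreated with the PDE4 inhibitor Ro 20174, exposed to compounds for 30 min at 37C, lysed, and cAMP was read by TR-FRET. Data normalized to buffer (basal) and 29 nM porcine relaxin (100%).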
USP1 inh = blocks the human USP1/UAF1 deubiquitinase complex | recombinant USP1/UAF1, Ub-Rhodamine cleavage fluorescence | Potency, µM (series often up to 57.1 µM), inactives show at the top dose activity change, negative = inhibition, hits mostly inhibitors | 390,000 compounds, 0.23% hits; also: potency is read from the fitted curve at half-maximal effect; % is scaled to controls: 0 for no effect and ±100 for the full control effect; nearly all actives have a fitted effect of over 60% in size; inactives centre near -12
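In this screen, compounds sit with the deubiquitinase complex (1nM) for 15 min at room temperature before Ub-Rho is added at 150nM final. Fluorescence rise is then followed for 6 reads every 60 seconds.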
LDHA inh = inhibitors of human lactate dehydrogenase A; purified LDHA, NADH/diaphorase-resazurin fluorescence; active compounds read low; 480,000 compounds, 0.15% hits; P00338; activity change, % (values are at about 110 or 230 µM); in the data active = activity change below about -30%; inconclusive = mostly about -25% to -30%;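 also: plate controls were DMSO wells for no effect and wells without enzyme for full effect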
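Remaining NADH was detected by diaphorase (0.133 mg/mL) converting 37 µM resazurin to fluorescent resorufin, read at 0 and 20 minutes. The preceding 5-minute room-temperature reaction used 2 nM LDHA, 0.2 mM sodium pyruvate and 0.06 mM NADH at pH 7.4.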
Starred values were filed as active, the others as inactive; u = inconclusive; x = no result given; [ ] = dose if it differs, or a comment. Unless noted, calls follow the shape of the dose curve; as a rule, active = well fitted curve in the direction sought with a large enough effect; inconclusive = small, poorly fitted or top-dose-only effect, or another doubt; inactive = no such curve, though single readings can be large; an effect the other way counts as inactive or inconclusive. This is a subset (hit frequency here may not be typical).

SMILES	Vif-A3F inh	Vif-APOBEC3G blk	Glioma ERSR ind	PI4K2A block	TrxR1 substrate	IDH1 R132H inh	RXFP1 ag	USP1 inh	LDHA inh
COC(=O)c1ccc(CNC(=O)Cn2cnnn2)cc1	-9.3%	-3.4%	-3.1%	2.0	3.0%	2.0%	2.2%	-19.2%	-2.1
O=C(N/C(=C\c1cccnc1)C(=O)N1CCOCC1)c1ccco1	-0.2%	-1.3%	0.2%	2.9	-6.1%[57.1 µM]	17.0%	1.1%	-0.5%	0.2
CCSc1nc2ccccc2c(OCc2cc(C(=O)OC)ccc2OC)c1C(=O)OC	-14.1%	-21.6%	-3.1%	6.0	-8.0%	2.3%	6.3%	-17.5%	2.1
CC(=O)/C=N/Nc1ccccc1	-1.5%	0.3%	-6.0%	-4.1	3.3%[57.1 µM]	11.7%	1.4%	-1.5%	1.9
NNC(=O)/C(=C\c1ccc(Br)cc1)NC(=O)c1cccs1	1.2%	2.2%	-5.0%	-0.3	4.9%[57.1 µM]	-3.4%	-0.5%	2.8%	-5.7
COc1ccccc1N1C(=O)c2ccccc2NC1c1cc(OC)c(OC)c(OC)c1 (configuration not stated)	-14.9%	-4.2%	-5.2%	-7.7	123.8%[activator]	9.3%	0.4%	-15.8%	-6.5
CCS(=O)(=O)N1N=C(c2ccc(C)cc2)CC1c1cc2ccc(OC)cc2nc1Cl (configuration not stated)	u	u	-0.9%	-0.5	6.6%	-4.1%	-4.2%	u	-6.1
CCOc1ccc(CCNC(=O)C2CSC3(C)CCC(=O)N23)cc1OCC (configuration not stated)	-11.6%	-2.5%	-5.1%	0.0	-2.3%	-8.4%	1.7%	-13.7%	-1.6
CC/C(O)=N\S(=O)(=O)c1ccc(N=NN(C)C)cc1	-14.2%	-3.6%	-8.0%	1.9	-18.7%	1.3%	0.4%	-11.7%	-3.4
CC(=O)NC(CC(=O)Nc1nc(C)cs1)c1ccccc1 (configuration not stated)	1.1%	-6.1%	-3.2%	-6.9	-1.6%	-9.5%	2.3%	-4.7%	-3.9

A few values from the list:
O=C(N/C(=C\c1cccnc1)C(=O)N1CCOCC1)c1ccco1 in RXFP1 ag → 1.1%
CCOc1ccc(CCNC(=O)C2CSC3(C)CCC(=O)N23)cc1OCC (configuration not stated) in TrxR1 substrate → -2.3%
NNC(=O)/C(=C\c1ccc(Br)cc1)NC(=O)c1cccs1 in Vif-A3F inh → 1.2%

(cont.)
SMILES	Vif-A3F inh	Vif-APOBEC3G blk	Glioma ERSR ind	PI4K2A block	TrxR1 substrate	IDH1 R132H inh	RXFP1 ag	USP1 inh	LDHA inh
CC1(C)CC(=O)C2=C(C1)NC(SCC(=O)Nc1ccccc1)=C(C#N)C21CCCCC1	-4.8%	-0.3%	-5.7%	12.2	8.5%[57.1 µM]	-1.7%	0.5%	-8.8%	-0.3
CCOc1ccc2nc(SCC(=O)N3CCCCCC3)c(C#N)cc2c1	1.5%	2.1%	8.3%	4.4	4.0%[57.1 µM]	8.8%	0.9%	-24.7%	5.3
S=C(Nc1cccnc1)Nc1ccccn1	-15.6%	-1.2%	-2.9%	1.4	-0.9%[57.1 µM]	-5.2%	1.2%	-8.2%	-0.8
COc1ccc(/C=C/c2nc(-c3ccccc3)cc(=O)[nH]2)cc1	-4.0%	-14.0%	-5.2%	1.0	18.9%	11.2%	2.2%	-15.8%	-1.5
NS(=O)(=O)c1cccc(NC(=O)CCc2ccc(S(=O)(=O)N3CCOCC3)cc2)c1	-11.1%	0.8%	-2.4%	1.3	6.3%	-5.0%	0.3%	-17.6%	-4.9
COc1ccc(OC)c(S(=O)(=O)Nc2ccc(OCC(=O)O)cc2)c1	-11.8%	3.9%	-1.1%	-5.7	0.1%	-4.0%	-0.4%	-6.8%	-9.7
CC1CN(C2CCN(C(=O)COc3ccc(Cl)cc3)CC2)CC(C)O1 (configuration not stated)	-7.0%	1.8%	-2.6%	4.7	6.2%[57.1 µM]	3.2%	1.0%	-6.0%	-14.7
Cc1ccc2c(C)nc(N/C(N)=N/S(=O)(=O)c3ccccc3)nc2c1	-10.5%	-1.0%	-2.3%	-2.4	22.5%	5.4%	22.6%	-1.8%	-6.6
O=S(=O)(Nc1cccc(-c2cn3cccnc3n2)c1)c1ccc(Cl)cc1	-11.7%	-2.4%	-3.8%	-4.9	100.7%[activator]	2.1%	2.5%	-0.5%	0.0
Cc1ccc(C)c(Cn2c(=O)n(CCCCC(=O)NCc3ccccc3Cl)c(=O)c3ccccc32)c1	-22.2%	0.4%	0.9%	2.7	8.0%	13.0%	-1.0%	-24.6%	-4.7
O=C(Nc1ccc(S(=O)(=O)N2CCOCC2)cc1)c1ccc([N+](=O)[O-])cc1Cl	4.2%	2.5%	-1.3%	-4.4	-0.8%	-0.9%	2.4%	-8.9%	-3.3
COc1ccccc1CNS(=O)(=O)c1ccc2c(c1)oc(=O)n2C	-2.1%	0.1%	-3.8%	4.9	7.3%[57.1 µM]	11.1%	2.5%	1.2%	-0.1
CS(=O)(=O)N1CCN(c2ccc([N+](=O)[O-])c3cccnc23)CC1	1.7%	0.6%	-0.4%	-17.2	-1.5%	32.2%[activator]	1.0%	-29.8%	-0.6
CC1(C)CC(=O)c2sc(NC(=O)C3CC3)nc2C1	4.9%	3.3%	-3.8%	3.4	-5.0%	6.3%	18.2%	-23.8%	-1.8
OCC[C@H]1C[C@@H](O)[C@H](O)[C@@]2(CCc3ccccc3CO2)O1	0.0%	-1.2%	-6.3%	-3.2	-4.7%[57.1 µM]	12.0%	1.1%	-14.7%	-1.9
N#CC(C#N)=Cc1ccc(NC(=O)c2ccc(Br)cc2)cc1	-23.7%	-3.9%	6.6%	17.2	4.0%	13.2%	0.0%	-6.4%	-13.4
O=C(NCc1ccccc1)Nc1nnc([C@@H]2C[C@H](O)[C@@H](CO)O2)s1	x	2.8%	-1.7%	-9.7	x	x	x	x	-4.9
O=C(NCc1cccnc1)c1sc2ccccc2c1Cl	-4.9%	0.4%	-4.1%	-4.5	7.7%[57.1 µM]	2.7%	2.5%	-3.9%	-1.7
Cc1ccc2cc3cc(C(=O)NCCN4CCOCC4)oc3nc2c1	1.7%	-0.8%	8.7%	5.9	163.7%[activator]	-4.3%	4.5%	-1.3%	1.4
O=C(NCc1ccccc1)C(=O)Nc1ccc2nc3n(c(=O)c2c1)CCCCC3	-4.7%	1.6%	-5.0%	0.1	5.3%	-6.0%	u	-20.6%	-4.2

The list goes on; the last 2 above are carried over.
SMILES	Vif-A3F inh	Vif-APOBEC3G blk	Glioma ERSR ind	PI4K2A block	TrxR1 substrate	IDH1 R132H inh	RXFP1 ag	USP1 inh	LDHA inh
Cc1ccc2cc3cc(C(=O)NCCN4CCOCC4)oc3nc2c1	1.7%	-0.8%	8.7%	5.9	163.7%[activator]	-4.3%	4.5%	-1.3%	1.4
O=C(NCc1ccccc1)C(=O)Nc1ccc2nc3n(c(=O)c2c1)CCCCC3	-4.7%	1.6%	-5.0%	0.1	5.3%	-6.0%	u	-20.6%	-4.2
Cc1ccc(/C(N)=N/OC(=O)CCC2CCCCC2)cc1	-0.5%	1.0%	2.8%	-3.6	-0.1%[57.1 µM]	-1.4%	-1.8%	-3.2%	2.4
CN(C(=O)c1ccc(NC(=O)Cc2ccc(NC(=O)C3CCN(C(=O)C4CCCCC4)CC3)cc2)cc1)C1CC1	5.8%	-0.3%	-1.4%	0.3	8.8%[57.1 µM]	-10.6%	-2.1%	-6.5%	-14.5
COc1ccc(N2C(=O)CC(Cc3ccccc3OC)C2=O)cc1 (configuration not stated)	1.4%	0.3%	-0.6%	-1.2	-4.4%[57.1 µM]	0.6%	-1.9%	-14.1%	-0.5
CC(C)=CCN1CCN(Cc2nc(-c3ccc(F)cc3)cs2)CC1CCO (configuration not stated)	3.1%	-0.6%	1.2%	1.7	3.1%	0.0%	-1.9%	-15.5%	-4.5
Cc1cccc(NC(=O)C2CCN(c3ncnc4c3nc3n4CCCCC3)CC2)n1	1.8%	1.5%	2.5%	-2.6	6.7%[57.1 µM]	-3.3%	6.6%	-21.7%	-4.5
CCN(C[C@H]1N[C@@](C)(C(=O)OC)[C@H]2C(=O)N(C)C(=O)[C@@H]12)C(=O)c1ccc(F)cc1	-3.0%	0.4%	-5.4%	2.4	1.4%	0.7%[38.3 µM]	x	-26.7%	-3.3
CCc1ccc(CCC(=O)Nc2ccccc2C(=O)O)o1	-7.8%	-4.7%	-1.0%	-0.4	-2.2%	-0.3%	-0.8%	1.4%	-7.8
O=C(c1cc(Br)ccc1Cl)N1CCN(c2ncccn2)CC1	1.6%	-8.9%	-1.0%	3.2	3.4%	8.5%	-0.9%	-14.2%	-2.7
CC(C(=O)NCC(=O)Nc1ccc(F)c(F)c1F)N1CCN(c2ccc(O)cc2)CC1 (configuration not stated)	-13.5%	10.4%	1.1%	-4.6	8.6%	17.0%	-1.5%	-14.6%	10.0
COc1ccc(Cc2c(-c3ccc(C)cc3)nc3c4ccccc4ccn23)c(C)c1	x	-21.7%	-3.4%	-9.2	x	x	x	x	-8.8
CCc1ccc(NC(=O)CSc2nc3ncc(Br)cc3[nH]2)cc1	-12.1%	1.1%	2.7%	8.2	-2.8%	-15.2%	u	-11.9%	-5.5
